SW480 rerep – DNA re-replication induction in SW480 cells; SW480 DNA re-replication, Hoechst DNA content imaging, 48 h; Potency, µM (highest dose often 46.1 µM), inactives show top-dose re-replication activation, actives largely listed as activators; 340,000 compounds, 1.8% hits; AID 624297; note: potency is the fitted concentration of half-maximal effect; % of control where 0% means no effect; nearly all actives have a fitted effect of over 55% in size
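Readout is total intensity of Hoechst-stained nuclei, excited at 405 nm and collected at 500-530 nm. Compound treatment lasted 48 hr at 37 C in 5% CO2 before staining.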
GLP1R cytotox – cytotoxicity counter-screen for GLP-1 receptor inverse agonists; HEK293 cAMP-luciferase reporter cells, luminescence, 24 h; Potency, µM (titrated, usually from 38.3 µM), for inactives: top-dose activity change, negative = inhibition, hits mostly inhibitors; 410,000 compounds, 0.13% hits; AID 624418;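 note: loss of luciferase light is scored as toxicity; potency is the fitted concentration of half-maximal effect; % is set by controls: 0 for no effect and ±100 for the full control effect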
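MLSMR compounds, 24 hr on cells at 37 deg C/5% CO2; luminescence after luciferase reagent (12 min RT). Inhibition counted as the undesired cytotoxic outcome.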
HT1080NT lethal – kills 2HG-producing HT-1080-NT fibrosarcoma cells; HT-1080-NT fibrosarcoma viability, CellTiter-Glo ATP luminescence, 48 h; Potency, µM (series often up to 46.1 µM), for the others: at the highest dose activity, negative = less viability, most hits filed as cytotoxic; 360,000 compounds, 1.6% hits; AID 686970;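 note: NT is the 2HG producing partner of a matched IDH1 knockdown line; potency is the fitted concentration of half-maximal effect; 0% = DMSO-treated cells and -100% = media-only wells without cells; nearly all actives have a fitted effect of over 55% in size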
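A 48-hour cytotoxicity screen used HT-1080-NT cells plated 2 hours before compound delivery. ATP-based CellTiter-Glo luminescence measured viability, normalized to DMSO and no-cell controls.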
MCF10A rerep – DNA re-replication induction in MCF 10a cells | MCF 10A DNA re-replication, Hoechst nuclear intensity, 48 h | Potency, µM (top dose mostly 46.1 µM), without a hit: at the top dose activity, positive = re-replication, usual class: activators | 350,000 compounds, 2.9% hits; note: potency is the fitted concentration of half-maximal effect; % of control where 0% means no effect; nearly all actives have a fitted effect of over 50% in size
DRD3 agonist – D3 dopamine receptor (human) agonism | P35462 | D3R DiscoveRx beta-arrestin cells, luminescence, 90 min | max activation, % | 410,000 compounds, 0.58% hits | AID 652048; in the data active = max activation above about 30%; note: 0% is about no effect; mostly tested at two doses, the higher about 12 µM
Target sequence (P35462 whole entry, looked up): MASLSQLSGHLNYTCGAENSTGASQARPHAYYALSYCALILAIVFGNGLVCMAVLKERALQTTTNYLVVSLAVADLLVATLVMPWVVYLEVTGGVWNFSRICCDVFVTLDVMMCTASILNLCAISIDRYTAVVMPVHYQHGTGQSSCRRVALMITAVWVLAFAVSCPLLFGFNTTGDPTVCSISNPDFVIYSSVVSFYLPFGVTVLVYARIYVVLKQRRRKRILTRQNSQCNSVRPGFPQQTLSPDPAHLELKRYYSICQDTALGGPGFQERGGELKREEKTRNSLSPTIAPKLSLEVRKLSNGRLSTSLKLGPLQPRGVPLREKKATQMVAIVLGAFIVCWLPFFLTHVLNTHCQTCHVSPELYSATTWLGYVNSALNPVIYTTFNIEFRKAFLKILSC
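Cells at 1500/well, incubated overnight, then treated with pinned compounds (dopamine as control) for 90 min at 37 degrees C. DiscoveRx reagent added for 30 - 60 minutes at room temperature; luminescence read.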
HT1080 IDH1KD tx – kills HT-1080 cells with IDH1 knockdown; HT-1080 IDH1 knockdown viability, ATP luminescence, 48 h; Potency, µM (top dose mostly 46.1 µM), without a hit: at the highest dose activity, negative = toxicity, most hits filed as cytotoxic; 360,000 compounds, 2% hits;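 note: potency is the fitted concentration of half-maximal effect; 0% = DMSO wells and -100% = cell-free medium wells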
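% activity derives from luminescence (CellTiter-Glo), normalised to DMSO and no-cell wells. HT-1080-IDH1KD cells, 750/well, had 48 h compound exposure at 37 °C.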
KB-V1 MDR tox – kills drug-selected multidrug resistant KB-V1 cells. KB-V1 MDR cells viability, CellTiter-Glo, 72 h. Potency, µM (highest dose often 46.1 µM), for inactives: at the highest dose activity change, negative = cytotoxicity, usual class: cytotoxic. 400,000 compounds, 3.4% hits. AID 1347076; note: potency is the fitted concentration of half-maximal effect; % is set by controls: 0 for no effect and ±100 for the full control effect; nearly all actives have a fitted effect of over 60% in size
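Cytotoxicity toward P-gp-expressing KB-V1 cells was determined as loss of CellTiter-Glo luminescence after 72 h at 37 degrees C. Compounds were tested in quantitative HTS format across a concentration range, with curves fitted to normalized data.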
IL1B secr inh – inhibitors of inflammasome signaling (IL-1 beta secretion) | THP-1 LPS/ATP IL-1B secretion, AlphaLISA, 16 h; active compounds read low | activity change, % at 57.5 µM | 360,000 compounds, 4.7% hits | AID 743279; in the data active = activity change below about -50%; inconclusive = mostly about -30% to -49%; note: % is set by controls: 0 for no effect and ±100 for the full control effect
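Secreted IL-1B measured by AlphaLISA bead assay after 16 h compound exposure of THP-1 cells; compounds (final up to 57.5 uM) added 1 h before LPS (250 ng/mL) and ATP (1.25 mM) stimulation; lower signal means less secretion.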
KB-3-1 tox – kills parental KB-3-1 adenocarcinoma cells; KB-3-1 viability, CellTiter-Glo ATP luminescence, 72 h; Potency, µM (titrated, usually from 46.1 µM), without a hit: at the highest dose activity change, negative = cytotoxic, actives largely listed as cytotoxic; 400,000 compounds, 1.4% hits; note: potency is the fitted concentration of half-maximal effect; % is set by controls: 0 for no effect and ±100 for the full control effect; nearly all actives have a fitted effect of over 60% in size
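Parental KB-3-1 adenocarcinoma cells in phenol-red-free DMEM with 10% FBS were pin-treated with compounds at several concentrations, incubated 72 h at 37 °C, and viability read by CellTiter-Glo luminescence; concentration-effect curves were fitted after normalization.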
* marks the source's active call; other numbers are inactive results; ? = inconclusive; . = not tested or not shown; [ ] = remark or other dose. Unless noted, calls come from the whole dose curve; as a rule, active = well fitted curve in the direction sought with a large enough effect; inconclusive = small, poorly fitted or top-dose-only effect, or another doubt; inactive = no such curve, though single readings can be large; an effect the other way counts as inactive or inconclusive. The order is random. Share with any hit: about 11%.

SMILES | SW480 rerep | GLP1R cytotox | HT1080NT lethal | MCF10A rerep | DRD3 agonist | HT1080 IDH1KD tx | KB-V1 MDR tox | IL1B secr inh | KB-3-1 tox
CN(CC1CCCO1)S(=O)(=O)c1ccc(C(=O)Nc2ccc3c(c2)OCO3)cc1 (stereo unspecified) | 1% | -9% | 4% | 0% | -5 | 6% | -8% | 11 | -11%
COc1ccc(CCN=c2c([N+](=O)[O-])nn(-c3cccc(C)c3)n2O)cc1OC | -2% | -26% | -24% | -3% | -3 | -22% | -25% | -20 | -17%
Cc1nn(Cc2nnc(SCC(=O)Nc3cccc(C(F)(F)F)c3)n2C)c(C)c1[N+](=O)[O-] | -2% | -1% | -19% | ? | -4 | -1% | 0% | -11 | -3%
CCOC(=O)CNC(=O)C12CC3CC(CC(C3)C1)C2 | -7% | 2% | 15% | 1% | 0 | 14% | 3% | 12 | 5%
O=C(Cn1ncc2c([nH]c3ccccc32)c1=O)N1CCN(c2ccc(F)cc2)CC1 | -6% | -16% | 9% | -1% | 4 | ? | 4% | -7 | 21%
CCCC(=O)Nc1sc(Cc2ccccc2)c(C)c1C(N)=O | -11% | -2% | -9% | -3% | -3 | -17% | 7% | ? | -4%
Cc1c(Cl)cccc1NC(=O)C1CC(=O)N(C2CCCC2)C1 (stereo unspecified) | -7% | 3% | -1% | -6% | 3 | 6% | ? | -58* | 6%
CCc1ccccc1NC(=O)Cn1nnc2sc3c(c2c1=O)CCC(C(C)(C)C)C3 (stereo unspecified) | . | -14% | . | . | 7 | . | -2% | . | 3%
CC1CCC(Nc2ncnc3onc(-c4ccc(F)cc4)c23)CC1 (stereo unspecified) | . | 4% | . | . | -2 | . | -14% | . | -8%
O=C(NCc1ccccc1)NC(O)C(Cl)(Cl)Cl (stereo unspecified) | -5% | 19% | 11% | 3% | 9 | 2% | -1% | 2 | -2%
O=C1C=C(c2ccc3c(c2)OCO3)C[C@@H](c2ccc(F)cc2)C1 | 3% | 4% | 15% | ? | 1 | 9% | -18% | 15 | 0%
Cc1ccc(C2c3[nH]c4ccccc4c3C[C@H]3C(=O)N(c4ccccc4C(=O)NCCN4CCOCC4)C(=O)N23)cc1 (stereo partly specified) | -6% | -6% | -9% | 14% | -22 | -6% | 17% | -13 | 0%
COc1ccc(C2/C=C\CN(S(=O)(=O)c3ccc(C)cc3)CC(=O)N2Cc2ccc(F)cc2)cc1 (stereo unspecified) | 4% | 1% | 8% | 6% | -9 | 6% | -4% | 8 | -1%
O=c1[nH]c(COc2ccccc2)nc2ccccc12 | ? | -19% | -10% | ? | 0 | -25% | ? | -18 | -1%
COC(=O)c1ccc(COc2ccc3c(C)c(C)c(=O)oc3c2)o1 | 0% | 7% | 3% | 2% | -8 | 17% | -6% | 0 | 1%
COc1ccc(-c2noc(CCC(=O)N3CCN(c4ccccc4Br)CC3)n2)cc1 | -14% | 7% | 0% | ? | -24 | -7% | 0% | -15 | 0%
Cc1nn(-c2ccc(F)cc2)c2sc(C(=O)OCC(=O)N3CCC(C)CC3)cc12 | 21% | -3% | ? | 2% | 0 | 1% | ? | 16 | 8%
O=C(NCC1(O)CCCCC1)C1CCC(=O)N(CCc2ccccc2)C1 (stereo unspecified) | -2% | 6% | -3% | 0% | -1 | 2% | 31% | -17 | 20%
Cc1cccc(NC2=Nc3ccccc3N3C2=Nc2c(c(C)nn2-c2ccccc2)C3c2ccc(O)c(O)c2)c1 (stereo unspecified) | 7.3µM* | 65%[activator] | 15µM* | ? | 3 | 16µM* | ? | -15 | ?
CCC1(C)Cc2c(sc3c2c(=O)n(C)c2nnc(SCCc4ccccc4)n32)CO1 (stereo unspecified) | -6% | 7% | 3% | 14% | -1 | -4% | 0% | 2 | 0%
Cc1cccc(C)c1NC(=O)c1ccc(OCc2c(C)noc2C)cc1 | -3% | 4% | -3% | ? | -3 | -16% | -20% | -9 | -14%
O=C(CCNC(=O)c1ccccc1Cl)Nc1nc2ccccc2s1 | -3% | 6% | -23% | 2% | -2 | -16% | -21% | 8 | 3%
CSCCC(NS(=O)(=O)c1ccc2c(c1)OCCO2)C(=O)N(C)Cc1ccc(C)cc1 (stereo unspecified) | 18% | -4% | 0% | ? | 1 | 5% | ? | 7 | -1%
CC1CCCCN1c1csc2ccc(F)cc2c1=O (stereo unspecified) | . | -15% | . | . | 9 | . | 1% | . | 10%
CCN(CC)C(=O)Cn1cnc2ccccc2c1=O | -1% | -6% | 0% | -2% | 5 | -1% | 0% | -9 | 15%
COc1ccc(NS(=O)(=O)c2ccc(O)c(C(=O)OCC(=O)N3CCCCC3)c2)cc1 | ? | 1% | 3%[9.24 µM] | 4% | 18 | 0% | 9% | 27 | -2%
Cc1cc(C(=O)NC(C)C2CCCO2)no1 (stereo unspecified) | -4% | 2% | 5% | 6% | 7 | 3% | ? | 11 | -9%
O=C(CCN1C(=O)C2C3C=CC(C3)C2C1=O)Nc1c(F)cc(F)cc1Br (stereo unspecified) | 1% | -4% | 11% | 0% | 1 | 3% | -5% | 5 | 1%
CCN(CC)C(=O)c1ccccc1NC(=O)c1ccccc1 | -6% | 5% | 2% | 1% | -6 | -1% | -2% | -6 | 1%
O=C(Nc1ccc(Cl)cc1)C1CCN(S(=O)(=O)c2ccc(Br)s2)CC1 | . | -15% | . | . | 0 | . | ? | . | ?

Next section, starting with the last 5 of the part before.
SMILES | SW480 rerep | GLP1R cytotox | HT1080NT lethal | MCF10A rerep | DRD3 agonist | HT1080 IDH1KD tx | KB-V1 MDR tox | IL1B secr inh | KB-3-1 tox
COc1ccc(NS(=O)(=O)c2ccc(O)c(C(=O)OCC(=O)N3CCCCC3)c2)cc1 | ? | 1% | 3%[9.24 µM] | 4% | 18 | 0% | 9% | 27 | -2%
Cc1cc(C(=O)NC(C)C2CCCO2)no1 (stereo unspecified) | -4% | 2% | 5% | 6% | 7 | 3% | ? | 11 | -9%
O=C(CCN1C(=O)C2C3C=CC(C3)C2C1=O)Nc1c(F)cc(F)cc1Br (stereo unspecified) | 1% | -4% | 11% | 0% | 1 | 3% | -5% | 5 | 1%
CCN(CC)C(=O)c1ccccc1NC(=O)c1ccccc1 | -6% | 5% | 2% | 1% | -6 | -1% | -2% | -6 | 1%
O=C(Nc1ccc(Cl)cc1)C1CCN(S(=O)(=O)c2ccc(Br)s2)CC1 | . | -15% | . | . | 0 | . | ? | . | ?
O=C(CSc1cccc[n+]1[O-])c1ccc(Cl)cc1 | 10% | ? | 10% | -1% | -7 | 0% | 0% | -5 | -6%
COc1c(C)cccc1C(=O)Nc1cc(Cl)ccc1N1CCOCC1 | -5% | -6% | -17% | ? | 6 | -2% | 0% | -19 | 1%
Cc1ccc(NC(=S)NNC(=S)NC2CCCCC2)cc1 | -1% | 14%[7.66 µM] | -14% | 8% | -8 | -7% | -13% | -18 | -12%
O=S(=O)(NCCCCNS(=O)(=O)c1ccc(F)cc1)c1ccc(F)cc1 | 3% | -4% | -10% | -1% | 24 | -10% | -15% | 2 | 5%
Cc1ccc(CCNS(=O)(=O)c2ccc3c(c2)NC(=O)CCS3)cc1 | 1% | -27% | 3% | 9% | -2 | -10% | 11% | 11 | -2%
Cc1nn(C)cc1/C=N/NC(=O)C1(O)c2ccccc2-c2ccccc21 | 2% | 4% | 2% | 4% | -1 | 20% | 13% | 8 | 11%
CCCc1cc(=O)[nH]c(SCc2ccccc2)n1 | 0% | 2% | -12% | 1% | 6 | -3% | 2% | 14 | -6%
Oc1cccc(/C=N/N2CCN(C3c4ccccc4-c4ccccc43)CC2)c1 | 0% | -13% | ? | ? | 2 | 23µM* | 3% | -57* | 12%
COc1ccc(C(CC(=O)O)NC(=O)c2ccco2)cc1OC (stereo unspecified) | 0% | -12% | 13% | 0% | -16 | 13% | 13% | 21 | -1%
COC(=O)CNC(=O)CNC(=O)c1nn(-c2ccc(OC)c(OC)c2)c(=O)c2ccccc12 | -22% | 5% | 3% | -6% | -4 | 0% | 1% | -7 | -7%
O=C(NCc1ccco1)c1nc(-c2ccccc2)n(-c2ccccc2)n1 | -11% | -7% | 2% | 11% | 1 | 1% | 2% | 5 | 5%
CCCc1cc(=O)oc2cc(OCC(=O)N3CCc4ccccc43)ccc12 | 0%[9.22 µM] | 4% | 0% | -1% | -3 | 8% | 0% | 26 | -4%
Cc1cc(NC(=O)CSc2nc(C3CC3)nc3sc4c(c23)CCC(C)C4)no1 (stereo unspecified) | -7% | 3% | -2% | 17% | -2 | 1%[9.24 µM] | 0% | 24 | -12%
CSc1nc2ncc3c(n2n1)CC(C)(C)CC3=O | ? | -16% | 19% | -9% | 7 | 12% | 17% | -1 | 1%
Cc1cccc(N2CCN(C(=O)c3ccc4c(Cl)c5c(nc4c3)CCCC5)CC2C)c1 (stereo unspecified) | . | -16% | . | . | 8 | . | 7% | . | 4%
Cc1cc([N+](=O)[O-])nn1CC(=O)NCCc1c[nH]c2ccccc12 | -8% | 12% | 1% | 10% | 0 | 8% | -23% | -8 | 1%
Cc1cc(-c2csc(NC(=O)c3ccc(C#N)cc3)n2)c(C)n1Cc1ccccc1 | -4% | -14% | 1% | -8% | -2 | -1% | -1% | -9 | 0%
COc1cc(/C=C/C(=O)c2ccc(C)cc2)ccc1OCC#N | 16µM* | ? | ? | ? | -8 | 21µM* | 15µM* | -114* | ?
CC(=O)/C(=N/Nc1cccc(C)c1)N1CCOCC1 | 2% | -13% | -5% | ? | 9 | ? | -1% | -2 | 1%
COc1cc(NC(=O)C2CCN(S(=O)(=O)c3cnc[nH]3)CC2)cc(OC)c1OC | -6% | 9% | 8% | 7% | 12 | 12% | -3% | 10 | 5%
CN(C)C(CNC(=O)c1cccs1)c1cccnc1 (stereo unspecified) | 1% | 0% | 4% | 0% | 0 | 7% | -1% | 0 | 8%

Assay outcomes (PubChem)
